TDP1 block: TDP1 (human) enzyme inhibition; hit rate 0.28% among 350,000; AID 485290; recombinant TDP1, AlphaScreen DNA substrate cleavage; Potency, µM (series often up to 130 µM), for inactives: at the top dose activity change, negative = inhibition, most hits filed as inhibitors; Q9NUW8; note: nearly all actives have a fitted effect of over 40% in size
Target sequence (Q9NUW8 whole entry, looked up): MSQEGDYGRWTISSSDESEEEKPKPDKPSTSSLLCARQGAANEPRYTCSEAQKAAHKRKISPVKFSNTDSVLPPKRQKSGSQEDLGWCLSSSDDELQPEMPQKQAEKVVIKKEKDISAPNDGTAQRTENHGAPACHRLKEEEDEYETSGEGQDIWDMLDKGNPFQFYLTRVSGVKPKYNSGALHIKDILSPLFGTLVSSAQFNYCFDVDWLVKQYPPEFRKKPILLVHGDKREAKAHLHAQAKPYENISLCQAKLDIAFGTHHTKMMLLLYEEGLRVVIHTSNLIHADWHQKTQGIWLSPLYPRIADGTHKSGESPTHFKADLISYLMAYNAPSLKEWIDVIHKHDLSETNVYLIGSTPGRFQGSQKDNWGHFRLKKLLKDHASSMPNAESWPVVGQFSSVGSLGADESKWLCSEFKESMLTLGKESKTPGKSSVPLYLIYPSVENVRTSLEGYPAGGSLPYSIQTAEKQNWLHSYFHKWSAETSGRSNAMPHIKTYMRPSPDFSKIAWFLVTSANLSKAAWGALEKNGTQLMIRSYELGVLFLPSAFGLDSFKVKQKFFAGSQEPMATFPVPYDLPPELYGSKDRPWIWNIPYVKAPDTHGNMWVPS
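Tdp1 1 nM final; 15 min RT w/ cpd; substrate 15 nM, 5 min; beads 10 ug/ml, 10 min; AlphaScreen read. Neg ctrl: no enzyme.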
TDP1 cell CPT: growth inhibition of DT40 Tdp1-/-;hTDP1 cells with camptothecin (screen for TDP1 inhibitors); chicken DT40 Tdp1-/-;hTDP1 cells + 20 nM CPT, ATP luminescence, 48 h; Potency, µM (top dose mostly 46.2 µM), for inactives: at the top dose activity change, negative = growth inhibition, most hits filed as inhibitors; hit rate 12% among 420,000; AID 686979; note: nearly all actives have a fitted effect of over 55% in size
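Cell growth measured by CellTiter-Glo luminescence after a minimum 48 h, 37 C compound exposure with 20 nM CPT in Tdp1-knockout DT40 cells stably expressing hTDP1, seeded 400/well; qHTS titration format.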
TDP1 cell noCPT: qHTS for Inhibitors of human tyrosyl-DNA phosphodiesterase 1 (TDP1): qHTS in cells in absence of CPT | hit rate 15% among 420,000 | AID 686978, 2013 | Potency, µM (titrated, usually from 46.2 µM), without a hit: at the top dose activity change, negative = growth inhibition, usual class: inhibitors | DT40 Tdp1-/- hTDP1 cells, no CPT, ATP luminescence, 48 h; note: nearly all actives have a fitted effect of over 55% in size
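Stably hTDP1-transfected Tdp1-null chicken DT40 cells were treated with library compounds minus camptothecin and grown for at least 48 hr at 37 °C, after which cellular ATP was quantified by luminescence.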
Numbers without * were called inactive; ? = inconclusive; nt = not tested or not shown; [ ] = remark or other dose. Calls come from the whole dose curve; as a rule, active = well fitted curve in the direction sought with a large enough effect; inconclusive = small, poorly fitted or top-dose-only effect, or another doubt; inactive = no such curve, though single readings can be large; an effect the other way counts as inactive or inconclusive. % is set by controls: 0 for no effect and ±100 for the full control effect; potency is the fitted concentration of half-maximal effect.

SMILES | TDP1 block | TDP1 cell CPT | TDP1 cell noCPT
COc1ccc(S(=O)(=O)N(C)C[C@@H]2Oc3ccc(NS(=O)(=O)c4cn(C)cn4)cc3C(=O)N([C@@H](C)CO)C[C@@H]2C)cc1 | 1% | -6% | 3%
COc1ccc(Nc2nnc(SCC(=O)NC(=O)Nc3ccc4c(c3)OCCO4)s2)cc1 | -5% | ? | 16µM*
CCOc1ccccc1NC(=O)C1CCN(S(=O)(=O)c2ccc3[nH]c(=O)oc3c2)CC1 | 5% | ? | ?
Brc1ccc(-c2nn3c(Cc4ccccc4)nnc3s2)o1 | 3% | -14% | -16%
COC(=O)CSC(C(=O)Nc1ccc(C)c(C)c1)c1ccccc1 (stereo not given) | -2% | 3% | -10%
O=C(N/C(=C\c1ccc(Br)cc1)C(=O)N1CCCC1)c1cccs1 | 6% | ? | ?
CCOc1ccccc1CN1CCNC(=O)C1CC(=O)NC1CCCCCCC1 (stereo not given) | nt | 29µM* | ?
Cc1cc(Cl)ccc1NC(=O)C1CCN(c2nnc(-n3c(C)ccc3C)s2)CC1 | 3% | ? | 21µM*
C=C(C)C(=O)N1CC2(CC(c3cccc(NC(=O)COc4ccc(Cl)cc4)c3)=NO2)C[C@@H]1C(N)=O (stereo not given in full) | 2% | ? | ?
CCOc1ccc(C(=O)Cc2cc3cccc(OC)c3oc2=O)cc1 | nt | 0% | -21%
O=C(Nc1ccc(N2CCOCC2)cc1)C1CCCCN1S(=O)(=O)c1ccccc1 (stereo not given) | 3% | ? | ?
CC(=O)c1c(COC(=O)c2cccnc2)nc2ccccc2[n+]1[O-] | 3% | 5% | -22%
COc1ccc(-c2nnc(SCC(=O)NCc3ccc(C)cc3)nc2-c2ccc(OC)c(OC)c2)cc1OC | 9% | 15µM* | 18µM*
O=C(Nc1ccccn1)NC12CC3CC(CC(C3)C1)C2 | 1% | -20% | ?
CN(Cc1ccc(C(C)(C)C)cc1)C(=O)C1CCN(C(=O)Nc2ccccc2)CC1 | -2%[0.505 µM] | ? | 23µM*
Cc1ccc2c(c1)C1C=CCC1C(C(=O)NCCCN1CCOCC1)N2 (stereo not given) | nt | -19% | -26%
COc1ccc([N+](=O)[O-])cc1NC(=S)NC(=O)C(C)(C)C | 5% | 3% | -15%
CN(C)S(=O)(=O)c1ccc2c(c1)N(CC(=O)NCc1ccc(F)cc1)C(=O)CS2 | 5% | -27% | -23%
O=C(NCc1cccc(Cl)c1)c1ccc(-n2cncn2)c2ccoc12 | nt | 16µM* | ?
COc1ccc(N2CCN(c3cc(C)c4ccc(C)cc4n3)CC2)cc1 | 5% | ? | ?
COc1cccc(/C=N/NC(=O)NC23CC4CC(CC(C4)C2)C3)c1O | nt | -27% | ?
COc1ccccc1NC(=O)c1ccc(NC(=O)COC(=O)c2cncc(Br)c2)cc1 | 0% | 8% | 12%
CC(C)N1CC=C2C(C#N)=C(N)C(C#N)(C#N)C(c3ccccc3)C2C1 (stereo not given) | 11% | ? | 14µM*
CCOC(=O)CSC1=NC(=O)/C(=C\c2ccc(OC(C)=O)cc2)S1 | 10% | 2.6µM* | 2.9µM*
N=NC(=O)c1ccccc1Nc1c(O)[nH]c2ccccc12 | nt | 21µM* | ?

Reformatted with values under each structure: part of the list above.
Screens in order: TDP1 block | TDP1 cell CPT | TDP1 cell noCPT
COc1ccc(Nc2nnc(SCC(=O)NC(=O)Nc3ccc4c(c3)OCCO4)s2)cc1
→ -5% | ? | 16µM*
CCOc1ccccc1NC(=O)C1CCN(S(=O)(=O)c2ccc3[nH]c(=O)oc3c2)CC1
→ 5% | ? | ?

(list continues)
SMILES | TDP1 block | TDP1 cell CPT | TDP1 cell noCPT
O=C(c1cnsn1)N1CCC(CO)(Cc2cccc(F)c2)CC1 | -3% | 4% | -24%
C/C(=N\NC(=O)CSc1nc2ccccc2s1)c1ccco1 | 8% | ? | ?
Cc1ccc(O)c(N=Nc2ccc(S(=O)(=O)N3CCCC3)cc2)c1 | 10% | 2% | 16%
Cc1occc1-c1nnc(SCC(=O)N2CCN(c3ccccc3)CC2)n1C | 7% | 3% | -4%
CCc1nnc(NC(=O)c2ccc(S(=O)(=O)NCC(C)C)cc2)s1 | -3% | -14% | ?
Cc1nc2cc(CO)ccc2n1C | 7% | 4% | -7%
Cn1ccnc1SCC(=O)Nc1cccc(C#N)c1 | 0% | -11% | -1%
O=C(/C=C/c1cccc([N+](=O)[O-])c1)NCCSCc1ccco1 | 1% | -17% | ?
Cc1ccc(-n2nc3c(N4CCC(C(=O)N(C)Cc5ccccc5)CC4)nnc(C)c3c2C)cc1 | 3% | -23% | -21%
CCOC(=O)N1CCN(C(=O)c2cnn3ccccc23)CC1 | 0% | 4% | -3%
COC(=O)c1cc(NCc2cccs2)ccc1N1CCOCC1 | 5% | 2% | -17%
Cc1cccc(OCC(=O)Nc2cc(C)c(O)c(-c3nc4ccccc4o3)c2)c1 | nt | 11µM* | ?
O=c1c2ccccc2nc2n1C(CSc1ccc(Br)cc1)CN2 (stereo not given) | 10% | -14% | -23%
Cc1ccc(-c2nnc(Cc3ccc([N+](=O)[O-])cc3)o2)cc1 | 5% | -28% | ?
Cc1ccc(C(=O)c2sc3c(c2N)c(=O)[nH]c(=O)n3CCc2ccccc2)cc1 | 3% | 16µM* | 16µM*
CCOc1ccccc1CNS(=O)(=O)c1ccc2c(c1)oc(=O)n2C | 4% | ? | -5%
CS(=O)(=O)c1ccc(Cl)c(NC(=O)COC(=O)c2cccc(S(=O)(=O)N3CCCCC3)c2)c1 | 1% | 0% | 0%
CCC(=O)N1CCc2cc(S(=O)(=O)CCC(=O)NCc3cccs3)ccc21 | 2% | ? | ?
Cc1cc(C)cc(NC(=O)CN2C(=O)CSc3ccc(S(=O)(=O)N4CCCC4)cc32)c1 | 8% | ? | ?
CCn1c2ccccc2c2cc(NC(=O)CSc3nnc(-c4ccc(OC)cc4)n3N)ccc21 | 0% | ? | ?
O=C(CN1CCN(C(=O)c2ccco2)CC1)Nc1ccc(F)cc1F | 3% | 0% | 16%
CCC(C)(C)C(=O)Nc1nnc(CCc2ccccc2)s1 | 1% | -13% | ?
Cc1noc(NS(=O)(=O)c2ccc(NC(=O)c3cc4ccccc4o3)cc2)c1C | 2% | -7% | 0%
COc1ccc(C2=C(C#N)C(=O)OC2)cc1 | 6% | ? | ?
O=C(Nc1ccccc1)N1C2CCC1CC(O)(c1cccnc1)C2 (stereo not given) | -5% | -1% | -2%

Entries of single compounds, looked up by structure. Order of values: TDP1 block, TDP1 cell CPT, TDP1 cell noCPT
Cc1cc(C)cc(NC(=O)CN2C(=O)CSc3ccc(S(=O)(=O)N4CCCC4)cc32)c1 reads 8%, ?, ?
CCc1nnc(NC(=O)c2ccc(S(=O)(=O)NCC(C)C)cc2)s1 reads -3%, -14%, ?
Cc1ccc2c(c1)C1C=CCC1C(C(=O)NCCCN1CCOCC1)N2 (stereo not given) reads nt, -19%, -26%

As entered above.
In TDP1 block, `O=C(/C=C/c1cccc([N+](=O)[O-])c1)NCCSCc1ccco1` has 1%
In TDP1 block, `CCc1nnc(NC(=O)c2ccc(S(=O)(=O)NCC(C)C)cc2)s1` has -3%
In TDP1 cell noCPT, `O=C(CN1CCN(C(=O)c2ccco2)CC1)Nc1ccc(F)cc1F` has 16%

Next section.
SMILES | TDP1 block | TDP1 cell CPT | TDP1 cell noCPT
COc1ccccc1NC(=O)N1CCc2c([nH]c3ccccc23)C1C(F)(F)F (stereo not given) | 8% | -30% | -28%
COc1cc(CN2CCC(C(=O)NCC(C)(C)CN(C)C)CC2)ccc1OCc1ccccc1 | nt | 6.5µM* | ?
N#CCCN(C(=O)COC(=O)C1CCN(c2ccc(C(F)(F)F)cn2)CC1)c1ccc(F)cc1 | 0% | -18% | -13%
Cc1ccccc1C(=O)NC(=S)NCCN1CCOCC1 | 5% | 1% | -24%
COc1cc(/C=N/Nc2nc3ccccc3o2)cc(OC)c1O | -5% | ? | -23%
COc1cc(NC(=O)c2ccc(-c3csc(C)n3)cc2)c(OC)cc1Cl | nt | 6% | ?
O=C(NCCS(=O)(=O)N1CCN(c2ccccc2F)CC1)c1c(F)cccc1F | nt | -16% | -21%
COc1ccc(C(=O)NN(C)c2nc(-c3ccccc3)nnc2C(F)(F)F)cc1 | -8% | ? | 16µM*
Cc1ccc(N2C(=O)CC(Cn3nc(C)cc3C)C2=O)cc1 (stereo not given) | -2% | 1% | -4%
CC(OC(=O)C1COc2ccccc2O1)C(=O)N(C)c1ccccc1 (stereo not given) | 0% | 5% | -1%
COc1ccc(C(=O)N=C2SC3CS(=O)(=O)CC3N2Cc2ccc(F)cc2)cc1 (stereo not given) | 1% | -19% | -13%
O=C1CC(C(=O)Nc2ccc(F)c(Cl)c2)N=C(N2CCCCC2)N1 (stereo not given) | 2% | ? | -20%
O=C(CCC(=O)N/N=C/c1cc(Cl)cc(Cl)c1O)NCc1ccccc1 | 8% | ? | 23µM*
Cn1cc(-c2csc(C(O)(c3ccccc3)C(F)(F)F)n2)cn1 (stereo not given) | nt | -3% | ?
CCOC(=O)C1CCN(Cc2cnc(Oc3ccc(C(C)(C)C)cc3)s2)CC1 | -2% | ? | 21µM*
Oc1ccc(/C=N/NC(=S)N2CCOCC2)cc1 | 8% | -27% | -15%
CCOc1ccc(C(=O)NCc2ccc3c(c2)CCN3C(=O)c2ccc(C)cc2)cc1OCC | 0% | 12µM* | 13µM*
CN(C)c1cccc(C(=O)Nc2cccc(F)c2)c1 | 3% | -6% | -10%
CCN1/C(=C/c2cc[n+](C)cc2)C=Cc2cc(C)ccc21 | 9% | 0.23µM* | 0.18µM*
COc1cc(=O)n(C)c2ccccc12 | -4% | 5% | -2%
CCOC(=O)c1cc(-c2ccc(OC(F)F)cc2)nc2nc(SC)[nH]c(=O)c12 | 3% | 9% | ?
COc1cc(F)ccc1-c1csc(C(O)c2ccc(F)cc2)n1 (stereo not given) | nt | 23µM* | ?
COc1ccc(/C=C/c2cc(OC)c(OC)cc2CC[N+](C)(C)C)cc1 | 3% | -21%[9.04 µM] | -17%[9.04 µM]
COc1ccc(CCCc2nnc(SCC(=O)NN)o2)cc1 | 5% | 10% | -18%
COc1ccccc1N=C1SCC(=O)N1Cc1ccco1 | nt | 5% | -1%

Part of the list above, with tabs.
structure	TDP1 block	TDP1 cell CPT	TDP1 cell noCPT
COc1cc(NC(=O)c2ccc(-c3csc(C)n3)cc2)c(OC)cc1Cl	nt	6%	?
COc1ccccc1NC(=O)N1CCc2c([nH]c3ccccc23)C1C(F)(F)F (stereo not given)	8%	-30%	-28%

Remaining list, next part:
SMILES | TDP1 block | TDP1 cell CPT | TDP1 cell noCPT
COc1ccc(-c2nc(SCC(=O)Nc3ccc4c(c3)OCCO4)c(-c3ccc(F)cc3)[nH]2)cc1OC | 8% | ? | 21µM*
CCOc1ccccc1N(C)C(=O)c1ccc2c(=O)n3c(nc2c1)CCCCC3 | 2% | ? | -25%
O=C(N/N=C/c1cccc(O)c1)c1ccc(COc2ccccc2Br)cc1 | -4% | ? | ?
C[C@H]1CN([C@@H](C)CO)C(=O)c2cccc(NC(=O)C3CC3)c2O[C@H]1CN(C)Cc1ccc(-c2ccccc2)cc1 | 5% | ? | ?
COc1ccc(CN2CCC(n3nccc3NC(=O)C3CCCC3)CC2)cc1 | 3% | -16% | 20%
Clc1ccc(-c2nc3c4cnn(-c5ccccc5Br)c4ncn3n2)c(Cl)c1 | 7% | 18% | -26%
COc1cc(NC(=O)c2ccccn2)cc(OC)c1OC | 8% | 16µM* | ?
COc1ccc(OC)c([C@@H]2Nc3ccc(C(=O)O)cc3[C@@H]3C=CC[C@@H]32)c1 | nt | ? | ?
Cc1cc(C)cc(-n2ncc3c2CCCC3NC(=O)CN2CCCCC2=O)c1 (stereo not given) | nt | -1% | 2%
Cc1cccc(NC(=O)c2ccccc2C(=O)O)c1 | 0% | -3% | -1%
CC(=O)c1ccc(NC(=O)CSc2nc3nn(-c4ccccc4)c(=O)c-3c3n2CCCCC3)cc1 | nt | 26µM* | 16µM*
COc1ccc(S(=O)(=O)N(CC(=O)NCc2ccco2)c2ccccc2)cc1 | 3% | -25% | -29%
CCOc1ccc(NC(=O)C2CCN(S(=O)(=O)c3c(C)n[nH]c3C)CC2)cc1 | 5% | -12% | ?
O=C(O)c1ccc2c(c1)c1c3n2CCNC3CCC1 (stereo not given) | nt | 8% | -5%
